Source: PubChem BioAssay (several laboratories)
Wee1 stabilizer: Wee1 degradation inhibitors, primary screen, cell-based, HeLa, Wee1K328M-luciferase, luminescence; Wee1-like protein kinase (Homo sapiens), P30291; HeLa Luc-Wee1K328M stability; 100% = proteasome inhibitor MG132 effect; reporter increase, % at 5 µM; actives 1.2% (n = 220,000); AID 1321, 2008;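 active = activation above the mean of all tested compounds plus 3 SD, set per screening run, cut at about 8.8% in these data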;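 note: cells exposed to compound for 20 h before luminescence read; 0% = DMSO alone and 100% = MG132 at 30 µM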
Target sequence (P30291 whole entry K328M): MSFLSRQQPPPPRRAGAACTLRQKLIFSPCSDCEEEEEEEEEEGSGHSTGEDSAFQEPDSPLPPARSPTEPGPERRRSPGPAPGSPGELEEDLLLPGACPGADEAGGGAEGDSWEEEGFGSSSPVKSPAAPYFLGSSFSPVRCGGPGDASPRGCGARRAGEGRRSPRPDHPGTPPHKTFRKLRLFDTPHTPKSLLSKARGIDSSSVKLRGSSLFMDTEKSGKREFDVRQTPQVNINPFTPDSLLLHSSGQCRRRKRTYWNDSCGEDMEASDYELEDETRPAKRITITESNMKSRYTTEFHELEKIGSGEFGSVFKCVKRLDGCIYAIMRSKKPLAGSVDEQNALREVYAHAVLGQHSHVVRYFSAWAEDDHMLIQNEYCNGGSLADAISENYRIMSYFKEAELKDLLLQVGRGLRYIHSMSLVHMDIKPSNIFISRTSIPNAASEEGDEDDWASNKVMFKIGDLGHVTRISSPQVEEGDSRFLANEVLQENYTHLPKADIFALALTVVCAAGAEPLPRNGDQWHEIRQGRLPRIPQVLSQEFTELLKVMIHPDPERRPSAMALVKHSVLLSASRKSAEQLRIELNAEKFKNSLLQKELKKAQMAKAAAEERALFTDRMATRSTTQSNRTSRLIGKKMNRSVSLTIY
eIF4E-4G inh: eIF4E–eIF4G protein interaction inhibitors, primary screen, biochemical, uHTS, TR-FRET, eIF4GI fragment | inhibition, % at 21.7 µM | TR-FRET eIF4E-eIF4GI(517-606) binding, 2 h | actives 0.37% (n = 220,000) | Eukaryotic translation initiation factor 4E (Mus musculus) + Eukaryotic translation …;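 active = inhibition above about 30%, limit read from the data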;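 note: 0% = full FRET control wells and 100% = background wells lacking eIF4GI fragment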
p97 inhibitor: inhibitors of human p97 ATPase, primary screen, biochemical; inhibition, % at 8 µM; Transitional endoplasmic reticulum ATPase (Homo sapiens), P55072; recombinant p97 ATPase, Kinase-Glo ATP luminescence, 3 h; actives 0.42% (n = 220,000); in the data active = inhibition above about 15%;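 note: 0% = DMSO vehicle and 100% = wells lacking enzyme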
14-3-3 Bad inh: inhibitors of 14-3-3 zeta/Bad binding, primary screen, biochemical, TR-FRET, bovine 14-3-3 zeta. inhibition, % at 21.7 µM. AID 781, 2007. actives 0.71% (n = 220,000). TR-FRET 14-3-3zeta/Dy647-pBad peptide displacement, 1 h. 14-3-3 protein zeta/delta (Bos taurus), P63103;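 active = inhibition above about 70%, limit read from the data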;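 note: 0% = full 14-3-3 plus peptide FRET controls and 100% = background without 14-3-3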
Mdm2 ligase inh: MDM2-luciferase reporter signal enhancers, primary screen, MDM2 E3 ligase inhibitor project, cell-based, luminescence, 1536-well | signal enhancement, % at 5 µM | E3 ubiquitin-protein ligase Mdm2 (Homo sapiens), Q00987 | AID 1230, 2008 | actives 0.11% (n = 210,000) | cell-based MDM2 ubiquitination luciferase reporter, 2 h; 0 = plate control, 100 = twice control, blank-subtracted;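 active = signal enhancement of 30% or more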;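 note: luminescence tracks abundance of the self-degrading MDM2-luciferase fusion protein; higher signal means inhibition of MDM2 E3 ligase activity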
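Test system: mammalian cells stably expressing self-ubiquitinating, self-degrading MDM2 E3–luciferase fusion; Amount: 2000 cells in each well; Medium: DMEM; Schedule: 4 h settle plus 2 h compound, 37 °C; Technique: SteadyLite luciferase luminescence after 15 min room-temperature reagent incubation; Benchmarks: plate control and blank wells.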
Rad51 HR inh: human RAD51 strand exchange inhibitors, primary screen, biochemical, fluorescence | DNA repair protein RAD51 homolog 1 (Homo sapiens), Q06609 | hRad51 DNA strand exchange, fluorescence dequenching | inhibition, % at 10 µM | actives 0.085% (n = 200,000);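 active = inhibition above 40% at the single screening dose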;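 note: 0% = DMSO control wells and 100% = blanks with heterologous ssDNA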
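System: hRad51 filaments on single-stranded DNA; reagent: Fluorescein- and BHQ1-tagged 47-mer duplex; compound dosing: one concentration, 10 µM final; timing: filaments 15 min 37 °C, then compound 30 min; measured by: fluorescein emission 520 nm, excitation 485 nm; benchmarks: per-plate controls and blanks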
FXIa inh: human FXIa protease inhibitors, primary screen, biochemical, 1536-well. Coagulation factor XI (Homo sapiens), P03951. AID 798, 2007. actives 0.14% (n = 220,000). inhibition, % at 5 µM. purified FXIa, Boc-Glu-Ala-Arg-AMC fluorogenic substrate;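 active = inhibition of at least 40%; inactive = inhibition below 40%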;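 note: fluorescence of freed AMC excited at 355 nm; 0% = enzyme without compound and 100% = no enzyme blank; many of its hits are not listed in these tables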
FXIIa inh: human FXIIa protease inhibitors, primary screen, biochemical, 1536-well; inhibition, % at 5 µM; actives 0.3% (n = 220,000); purified FXIIa, Boc-QGR-AMC fluorogenic substrate, 2 h; in the data active = inhibition above about 40%;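 note: 0% = enzyme with no compound and 100% = blank without enzyme; many of its hits are not listed in these tables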
KLK5 inh: human KLK5 protease inhibitors, primary screen, biochemical, 1536-well; Kallikrein-5 (Homo sapiens), Q9Y337; recombinant hK5, fluorogenic AMC substrate cleavage; inhibition, % at 5 µM; actives 0.59% (n = 210,000); AID 873, 2007;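 active = inhibition of 40% or more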;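 note: 0% = enzyme controls without compound and 100% = no-enzyme blanks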
Target sequence (Q9Y337 67-293 limits assumed): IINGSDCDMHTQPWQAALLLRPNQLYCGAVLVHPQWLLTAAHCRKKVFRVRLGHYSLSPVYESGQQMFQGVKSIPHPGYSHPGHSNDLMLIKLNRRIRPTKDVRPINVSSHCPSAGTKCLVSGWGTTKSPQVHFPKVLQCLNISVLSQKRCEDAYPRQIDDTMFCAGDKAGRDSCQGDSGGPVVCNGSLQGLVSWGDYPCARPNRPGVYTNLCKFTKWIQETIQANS
An asterisk follows results filed as active; . = not tested or not shown; [ ] = dose if it differs, or a comment.

FXIa inh	eIF4E-4G inh	Rad51 HR inh	14-3-3 Bad inh	Wee1 stabilizer	FXIIa inh	KLK5 inh	p97 inhibitor	Mdm2 ligase inh	Molecule
-9.7	-12.2[fluorescence artefact?]	1.6	6.6	-0.3	0.7	15.9	-6.7	-15.1	CNC(=O)C1CC(=O)N(Cc2ccc3c(c2)OCO3)C(=Nc2ccc(F)cc2)S1 (stereo not drawn)
-1.9	0.1	3.7	-16.4	5.5	6.2	-20.1	-2.7	-1.9	CC(C)CC(=O)NC(c1cccs1)c1ccc2cccnc2c1O (stereo not drawn)
2.2	0.4	1.4	-32.9[fluorescence artefact?]	1.9	8.7	-14.6	4.6	-9.1	O=C(NC(=S)Nc1ccc(N2CCCC2)cc1)c1ccccc1[N+](=O)[O-]
0.1	3.5	-3.9	-13.7	-1.9	3.2	5.4	3.4	-21.7	CC(C)(O)c1cc(=O)sc2nc3ccccc3n12
3.8	3.5	13.2	-6.2	-2.4	7.4	1.2	4.5	3.3	OCC1CCN(Cc2nc(Cc3ccccc3Cl)no2)CC1
-3.1	-4.7	.	-5.1	3.8	0.8	-12.4	-2.3	-13.1	C=CCSc1ncccc1C(=O)NCc1ccccc1
1.1	-0.6	.	-1.7	-1.6	9.8	.	1.2	8.2	COc1cc(OC)cc(-c2nc(-c3cccs3)no2)c1
-2.5	2.2	0.3	-11.6	-3.1	6.1	0.8	0.4	4.7	CC(C)NS(=O)(=O)c1ccc(CCC(=O)N2CCc3ccccc3C2)cc1
-5.0	4.3	10.3	-2.7	2.6	2.2	-6.4	-9.0	-4.2	N/C(=N\OC(=O)c1cnn(-c2ccccc2)c1C(F)(F)F)c1cc(C(F)(F)F)cc(C(F)(F)F)c1
0.1	-1.5	.	-10.7	-0.4	7.2	-28.2	2.4	.	Cc1nc(C)c(C(=O)NNS(=O)(=O)c2ccccc2)s1
0.5	-10.2	.	1.2	1.0	11.8	-6.0	4.7	-8.7	CCn1nc(CC(=O)Nc2nnc(CC(=O)N3CCCCC3)s2)c2ccccc2c1=O
-0.4	1.1	6.4	-13.3	-3.2	10.4	-6.0	0.3	0.2	CC1CCC(C(C)C)C(OCC(O)CNC(C)(C)C)C1 (stereo not drawn)
4.5	-1.9	.	6.5	-0.6	15.8	-7.4	0.4	-7.5	O=C(Nc1cccc2ccccc12)N1CCN(Cc2ccccc2)CC1
3.9	-1.0	-6.2	-10.3	5.0	9.1	-6.3	0.2	-7.7	O=C(CSc1nccc(=O)[nH]1)c1ccco1
0.1	12.0	0.6	-2.1	2.8	3.3	-12.8	3.3	-0.7	O=[N+]([O-])c1cccc(C(=S)N2CCN(c3ccccc3)CC2)c1
-1.3	-3.9	1.5	-8.8	0.3	2.5	-1.7	5.8	-5.2	O=C(Nc1ccc(F)cc1)N1CCCC(c2nc3c(nnn3Cc3ccccc3Cl)c(=O)[nH]2)C1 (stereo not drawn)
-7.3	-2.2[fluorescence artefact?]	-15.8	6.5[fluorescence artefact?]	1.7	-2.7	-0.2	1.3	-7.0	CCC1/C(=N\O)CC(c2ccco2)NC1c1ccco1 (stereo not drawn)
-3.6	1.0	1.7	11.8	-0.4	9.0	-0.3	-4.5	-20.3	COc1ccc2c(CC(=O)OCC(=O)Nc3ccc4c(c3)OCO4)coc2c1
-0.8	11.6	-2.7	-11.1	0.6	0.0	-11.6	-2.5	-8.4	Cc1ccc(-n2c(SCC(=O)NCC3CCCO3)nc3n[nH]c(C)c3c2=N)cc1Cl (stereo not drawn)
5.5	-0.6	17.7	-5.9	9.4*	13.7	2.8	5.8	-6.2	Cn1c(Cn2c3ccccc3c3ccccc32)n[nH]c1=S
-1.1	-99.1	-8.6	-16.5[fluorescence artefact?]	-0.1	11.2	-18.4	3.3	-15.5	Cc1cc2cc3c(cc2nc1SCC(=O)Nc1nc(C)c(C)s1)OCO3
0.3	0.1	-0.3	-8.3	10.4*	8.1	1.4	7.3	-1.6	Cc1ccc(NC(=O)Cn2nnc3ccccc32)cc1
6.2	9.1	-37.0	-0.5	0.2	8.2	-0.5	3.8	-15.3	C(=Nc1cccc2c(N=Cc3ccco3)cccc12)c1ccco1
9.7	-9.3	2.3	-8.5	0.0	15.8	-3.0	0.2	-0.2	CCCOc1ccc(-c2nnn(CC(=O)c3ccc4c(c3)OCCO4)n2)cc1
1.7	1.9	.	-3.2	10.8*	10.2	3.6	1.0	-6.1	CCC1=[N+](CC(=O)c2ccc(Br)cc2)CCn2c(C)ccc21
-3.4	-3.1	-4.2	54.1	.	0.0	-3.4	.	11.1	C=C(C)C(=O)N1CC2(CC(c3cccc(NC(=O)CCCCC)c3)=NO2)C[C@H]1C(N)=O (stereo partly drawn)
-1.8	-0.9	-93.2	-2.2	-0.3	7.3	1.8	0.6	-6.7	Cc1ccc(CNC(=O)C2CCCN(c3nc(C)cc(C)n3)C2)cc1 (stereo not drawn)
2.6	0.5	5.0	15.4	-0.3	13.9	-29.9	3.2	-2.5	COc1cccc(C(=O)Nc2ccc(NC(C)=O)cn2)c1
-9.6	-1.4	8.8	3.6	1.9	3.5	-9.4	7.5	-8.0	O=C1NCCN1CCNS(=O)(=O)c1ccc(F)c(Cl)c1
9.2	-7.9	-10.5	0.9	-1.8	21.4	-0.3	0.0	0.4	Cc1cnn(C(=O)c2cc(-c3ccccc3)nc3ccccc23)c1
-12.3	-3.3	-4.0	-0.6	-1.7	-3.3	-4.0	-4.6	-1.6	O=C(Nc1cccn(Cc2ccccc2)c1=O)NC1CCCCC1
-1.1	-0.7	3.2	-8.0	-1.4	11.6	2.1	5.7	-1.6	COC(=O)c1cnn2c1C(=O)N(Cc1cccs1)CC2
-1.1	3.6[fluorescence artefact?]	7.6	7.6	0.0	2.1	-14.7	-0.5	-9.7	Cc1ccc(CSc2nnc([C@@H]3CCCN3)o2)cc1
-38.6	2.8	9.7	-7.2	-2.7	-1.7	-17.4	1.8	-9.7	Cc1ccc(S(=O)(=O)NCCC(=O)OCC(=O)Nc2cccc(S(=O)(=O)NC3=NCCCCC3)c2)cc1
1.5	-8.2	-6.2	-1.3	2.4	16.5	-32.4	-2.0	-14.3	O=C1c2ccccc2NC(c2ccc(Cl)cc2Cl)N1Cc1ccccc1 (stereo not drawn)
-0.8	-5.0	21.7	-1.2	0.0	10.5	0.2	-0.1	2.1	CCOC(=O)C1C(c2ccc([N+](=O)[O-])cc2)C2C(=O)NN=C2CC1(C)O (stereo not drawn)

Records listed so far marked active in Wee1 stabilizer:
FXIa inh	eIF4E-4G inh	Rad51 HR inh	14-3-3 Bad inh	Wee1 stabilizer	FXIIa inh	KLK5 inh	p97 inhibitor	Mdm2 ligase inh	Molecule
5.5	-0.6	17.7	-5.9	9.4*	13.7	2.8	5.8	-6.2	Cn1c(Cn2c3ccccc3c3ccccc32)n[nH]c1=S
0.3	0.1	-0.3	-8.3	10.4*	8.1	1.4	7.3	-1.6	Cc1ccc(NC(=O)Cn2nnc3ccccc32)cc1
1.7	1.9	.	-3.2	10.8*	10.2	3.6	1.0	-6.1	CCC1=[N+](CC(=O)c2ccc(Br)cc2)CCn2c(C)ccc21

Other entries follow:
FXIa inh	eIF4E-4G inh	Rad51 HR inh	14-3-3 Bad inh	Wee1 stabilizer	FXIIa inh	KLK5 inh	p97 inhibitor	Mdm2 ligase inh	Molecule
11.0	-0.2	2.2	-1.6	-4.5	16.6	-4.8	4.3	-16.4	COC(=O)c1c(N)n(CCCN2CCOCC2)c2nc3ccccc3nc12
-3.9	4.8	1.7	70.0*	3.6	-1.6	-7.6	4.5	.	N#Cc1ccc(C(c2nnnn2Cc2ccccc2)N2CCCC2)cc1 (stereo not drawn)
-3.7	-0.4	1.4	-11.5	-1.6	5.5	-4.9	0.7	-1.3	C=C(C)CN(CC)C(=O)c1ccc(OC2CCN(S(=O)(=O)N(C)C)CC2)cc1
-4.2	-6.2	3.4	-3.8	4.5	6.9	-2.1	-2.9	-18.3	COc1ccc(CC(=O)NNC(=O)Cc2ccc(OC)cc2)cc1
1.1	2.1	-4.2	8.1[fluorescence artefact?]	-0.3	13.6	-0.2	0.9	-10.1	O=C(O)CSc1nnc(Cc2ccccc2)n1-c1ccccc1
1.1	-1.8	8.7	2.2	-0.8	6.5	0.3	6.5	-13.6	COc1ccc(NC(=O)/C=C/C(=O)O)c([N+](=O)[O-])c1
2.1	4.9	3.8	-3.9	-2.4	9.8	-7.4	-3.8	7.0	COCCn1c(SCC(=O)Nc2cccc(OC)c2)nnc1-c1ccccc1
-5.9	-1.3	-18.4	4.6	1.5	1.0	-9.2	0.5	-15.9	O=C(CNS(=O)(=O)c1cccc(Cl)c1)Nc1ccc(-c2nc3ccccc3s2)cc1
-5.3	-6.8[fluorescence artefact?]	.	-15.3	0.3	-4.4	-17.0	-3.9	-12.6	CCCOc1ccc2oc(=O)c3c(c2c1)CCCN3C(=O)CN1CCN(C(=O)c2ccco2)CC1
0.9	-3.1	.	-9.4	-1.6	5.9	.	-2.6	.	CC(C)N(Cc1nc(-c2ccccc2)no1)C(=O)c1ccc([N+](=O)[O-])cc1

Rows were taken by chance; 3.5% or so of the library scored in one or more.
